Bioassay records (PubChem)
GlmU inhibition = inhibition of mycobacterial GlmU enzyme – biochemical, glucosamine-1-phosphate acetyltransferase (AID 1376). M. tuberculosis GlmU acetyltransferase enzyme assay; higher % means a stronger effect. inhibition, %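 (tested at 30 µM in the primary screen)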, or IC50 in µM where a hit was titrated. 0.25% of 220,000 active; in the data active = inhibition above about 13%; inconclusive = no clear call, values can overlap the other calls;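 also: 0% = complete reaction with vehicle and 100% = reaction without substrate; strong numbers were not always called active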
RmlCD inh 1536 = blocks M. tuberculosis RmlC and RmlD coupled enzymes | P9WH09+P9WH11 | inhibition, % at 3.6 µM | 0.03% of 160,000 active | RmlC+RmlD coupled enzyme assay, percent inhibition; primary screen in compound mixtures; in the data active = inhibition mostly above about 34%, no sharp cut-off; inconclusive = no clear call, values can overlap the other calls; inactive = mostly below about 22%; also: some results filed as inactive read as strong as hits
Target sequence (P9WH09 whole entry, looked up): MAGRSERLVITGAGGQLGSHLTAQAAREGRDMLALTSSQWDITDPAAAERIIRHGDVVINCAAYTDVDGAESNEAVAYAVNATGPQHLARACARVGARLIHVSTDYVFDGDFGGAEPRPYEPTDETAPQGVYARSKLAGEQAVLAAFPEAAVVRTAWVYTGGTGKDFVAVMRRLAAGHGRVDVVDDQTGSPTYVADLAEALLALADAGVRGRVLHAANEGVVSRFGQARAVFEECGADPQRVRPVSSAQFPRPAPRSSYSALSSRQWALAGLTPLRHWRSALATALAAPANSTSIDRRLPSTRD
Target sequence (P9WH11 whole entry, looked up): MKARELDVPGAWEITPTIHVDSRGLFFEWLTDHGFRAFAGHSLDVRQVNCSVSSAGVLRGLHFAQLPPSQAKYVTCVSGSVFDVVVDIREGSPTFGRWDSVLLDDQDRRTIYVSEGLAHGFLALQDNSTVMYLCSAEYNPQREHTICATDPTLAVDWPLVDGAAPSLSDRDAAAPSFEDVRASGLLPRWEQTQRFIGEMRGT
Starred values were filed as active, the others as inactive; ? = inconclusive; · = no result given; & = joins results of further samples. Only part of the results is shown; count on the stated rates, not on these rows.

Second line of a record: GlmU inhibition, RmlCD inh 1536
- COc1ccc(OC)c(/C=N/NC(=O)c2csc3ccccc23)c1
 : -1.3%, -12
- CCc1ccc(/C=C2\SC(=S)N(CCCC(=O)Nc3ccccn3)C2=O)cc1
 : 2.6%, ·
- COc1ccc(CN=C2NN=C(c3ccc(Cl)cc3)CS2)cc1
 : 2.9%, 0
- CC(C)(C)c1ccc(OCC(=O)NCc2ccco2)c(Br)c1
 : 0.0%, -17
- c1ccn2cc(CSc3nnc4ccccn34)nc2c1
 : -1.0%, ·
- COc1ccc(C2c3c(-c4cc(Cl)c(C)cc4O)n[nH]c3C(=O)N2Cc2cccnc2)cc1OC (stereo unspecified)
 : -11%, ·
- Cc1ccc(C)c(NC(=O)Cn2nnc(C(=O)Nc3c(C)cccc3C)c2N)c1
 : ·, 9
- O=C(N/N=C/c1ccc(OC(F)F)cc1)c1ccc(Br)cc1
 : 3.1%, ·
- CCOc1ccccc1NC(=O)CN(c1ccc(C)cc1)S(=O)(=O)c1c(C)n[nH]c1C
 : 5.5%, 12
- CCOC(=O)C1CCN(CCC(=O)Nc2ccc(C)c(C)c2)CC1
 : 6.0%, ?
- Cc1ccc(C(=O)NC(C)c2nc3ccccc3n2CC(=O)Nc2c(C)cc(C)cc2C)cc1 (stereo unspecified)
 : -2.2%, -15
- O=C(CCCN1C(=O)/C(=C/c2ccco2)SC1=S)Nc1ccccc1C(=O)O
 : 86µM*, -9
- CCOc1cc(CNc2ccc(N3CCOCC3)cc2)cc(Br)c1OCC
 : 2.1%, ·
- COc1ccc2c(CC(=O)Nc3ccc(OC)c(NS(=O)(=O)c4ccc(F)cc4)c3)coc2c1
 : 9.9%, ·
- CC(C(=O)OCC(=O)c1ccccc1)N1C(=O)C2C3CCC(C3)C2C1=O (stereo unspecified)
 : -2.9%, -11
- CCOC(=O)C1CCN(C(=O)CCc2nc3ccccc3[nH]2)CC1
 : 2.0%, -6
- CCCc1nc2c(sc3nc4c(cc32)COC(C)(C)C4)c(=O)n1Cc1ccco1
 : 5.1%, 11
- COc1ccc2c(C=Nc3c(C)n(C)n(-c4ccccc4)c3=O)c(O)n(Cc3ccco3)c(=O)c2c1
 : 5.6%, -14&-3
- NS(=O)(=O)c1ccc(NC(=O)/C=C/c2ccco2)cc1
 : 13%, -1
- CC(C)C(C(=O)Nc1ncn[nH]1)N1C(=O)c2ccccc2C1=O (stereo unspecified)
 : 3.6%, -4

Looked up above:
c1ccn2cc(CSc3nnc4ccccn34)nc2c1 in GlmU inhibition has -1.0%
Cc1ccc(C)c(NC(=O)Cn2nnc(C(=O)Nc3c(C)cccc3C)c2N)c1 in RmlCD inh 1536 has 9

Next section.
Second line of a record: GlmU inhibition, RmlCD inh 1536
- CCc1nnc(NC(=O)Cn2ccc(C(F)(F)F)n2)s1
 : -0.1%, ·
- C=CCn1c(O)c(/C(CC)=N/NC(=S)Nc2ccccc2)c(=O)[nH]c1=O
 : 7.1%, ·
- Clc1ccc(COn2c(-c3ccccc3)nc3ccccc32)cc1
 : 6.2%, -8
- CCOC(=O)C1=C(O)/C(=C\c2ccc(O)c(OCC)c2)N=C1C
 : 4.5%, ·
- CC(C)CNC(=O)c1c(N)n(Cc2ccc3c(c2)OCO3)c2nc3ccccc3nc12
 : 0.7%, ·
- Cc1ccc2nc(C)c(Cl)c(=O)n2c1
 : -0.3%, 13
- CC(C)NC(=O)/C(C#N)=C/c1ccc2c(c1)OCCO2
 : -5.1%, 6
- CCN1C(=O)/C(=C/c2ccc3c(c2)CCN3CCCCl)C(=O)NC1=S
 : 5.0%, -9
- Cc1ccc(Sc2ncccc2/C=N/O)cc1
 : 1.3%, -5
- Cc1nc2nc(COc3ccccc3)[nH]n2c(=O)c1C
 : -2.9%, ·
- COc1cc(C(=O)NC(c2ccccc2)c2ccccc2)cc(Cl)c1OC
 : 0.1%, 9
- Cc1sc(N/N=C/C=C/c2ccccc2)nc1-c1ccccc1
 : 0.3%, -4
- Cc1ccc(Oc2ccc(Oc3ccc(C)cc3)nn2)cc1
 : 1.5%, 66
- N#CCSc1nc(N)c(C#N)c(C2CCCCC2)c1C#N
 : 1.9%, 7
- CCOC(=O)c1c(C)[nH]c(C(=O)COC(=O)c2oc3ccccc3c2C)c1C
 : 2.7%, 6
- CN1CCN(C(=S)C(=O)Nc2ccc(Br)cc2)CC1
 : 1.7%, 9
- COc1ccc(NS(=O)(=O)Cc2ccccc2)cc1OC
 : 0.5%, 2
- C/C(=C\c1ccccc1)CN1CCN(Cc2ccc(C)o2)C(CCO)C1 (stereo unspecified)
 : -3.0%, -2
- Cc1cc(=O)oc(C)c1C(=O)N1CCCCC1
 : 3.0%, ·
- COc1cc(CN2CCN(Cc3ccc(C)cc3)C(CCO)C2)ccc1O (stereo unspecified)
 : -0.9%, 1
- CC(C)(C)OC(=O)N/N=C\c1ccc([N+](=O)[O-])s1
 : 6.9%, -8
- Cc1ccc(C(=O)O/N=C/c2c(C(F)(F)F)nn(C)c2Sc2ccc(Cl)cc2)cc1
 : 2.5%, 11
- Cc1nc2ccccn2c1C(=O)c1ccccc1
 : 10.0%, 10
- NC(=O)c1ccsc1NC(=O)COC(=O)C1CC2CCCC(C1)C2=O (stereo unspecified)
 : -3.3%, 1
- COc1ccc(CCNCc2ccc(F)cc2)cc1OC
 : -5.1%, 15
- Fc1ccc(C(c2nnnn2CCc2ccccc2)N2CCCc3ccccc32)cc1 (stereo unspecified)
 : 3.9%, 0
- Clc1ccc(-c2noc(CN3CCOCC3)n2)cc1
 : 0.4%, 43
- COc1ccc(C2N(S(=O)(=O)c3ccc(C)cc3)CCN2S(=O)(=O)c2ccc(C)cc2)cc1
 : -2.2%, 2
- O=C(NN1CCOCC1)c1sc2cccc(F)c2c1Cl
 : 1.5%, 3
- CCOC(=O)c1ccc(NC(=O)CSc2nnc(CNC(=O)c3c(F)cccc3Cl)o2)cc1
 : 1.6%, 15
- Cc1cc(C)c(C)c(/C=C(/C#N)C(N)=S)c1C
 : 2.1%, -7
- Cc1ccc(-n2cc3ccc([N+](=O)[O-])cc3n2)cc1
 : 3.9%, 5
- N#CCCn1c(SCC(=O)NCC2CCCO2)nc2ccccc21 (stereo unspecified)
 : 1.1%, 1
- Cc1nnc(SCC(=O)N2CCCc3ccccc32)[nH]c1=O
 : 1.4%, ·
- N#Cc1ccc(CSc2nnc(-c3ccncc3)n2CCc2ccccc2)cc1
 : 2.0%, ·
- CCC(=O)Nc1sc(C(=O)Nc2ccccc2OC)c(C)c1C(=O)OC
 : 7.3%, 9
- Cc1ccc(S(=O)(=O)N2CCN(C(=O)CN3CCN(C)CC3)C2)cc1
 : 1.4%, ·
- CC(=O)Nc1ccccc1C(=O)C(=O)NCCc1ccccc1
 : 6.1%, 4
- CC(C)OC(=O)c1cn(-c2ccccc2)nc1-c1ccc2c(c1)OCCO2
 : -2.7%, 1
- CC(C)C(=O)Nc1nc2c(c(=O)[nH]1)CCCC2
 : -3.1%, -11

4 of these compounds in another layout:
SMILES	GlmU inhibition	RmlCD inh 1536
Cc1ccc(C(=O)O/N=C/c2c(C(F)(F)F)nn(C)c2Sc2ccc(Cl)cc2)cc1	2.5%	11
Cc1nc2ccccn2c1C(=O)c1ccccc1	10.0%	10
NC(=O)c1ccsc1NC(=O)COC(=O)C1CC2CCCC(C1)C2=O (stereo unspecified)	-3.3%	1
COc1ccc(CCNCc2ccc(F)cc2)cc1OC	-5.1%	15

Next results.
Second line of a record: GlmU inhibition, RmlCD inh 1536
- Cc1nc2c(C(=O)N3CCN(c4ccccn4)CC3)cnn2c(C)c1Cc1cccc(Cl)c1
 : 4.8%, 20
- COCC(=O)N1CCCC(CNS(=O)(=O)c2ccc(OC)cc2)C1 (stereo unspecified)
 : -4.2%, ·
- CC(=O)NC1=NN(C(C)=O)C(C)(CS(=O)(=O)c2ccc(C)c(C)c2)S1 (stereo unspecified)
 : 1.5%, ·
- COC(=O)[C@H](C)NC(=O)Nc1ccc(OC)c(OC)c1
 : 3.6%, 12
- O=C(Cc1c(Cl)cccc1Cl)OCC(=O)N1CCc2ccccc2C1
 : 0.0%, 6
- CC(C)C(=O)Nc1ccc(NC(=O)c2ccc([N+](=O)[O-])cc2Cl)cc1
 : 1.7%, 31
- CCc1ccc(S(=O)(=O)NCCc2csc(-c3cccnc3)n2)s1
 : 0.0%, -5
- COc1cc(C(=O)NCC(=O)OCC(=O)c2ccc[nH]2)cc(OC)c1OC
 : -0.2%, 8
- O=C(CSc1nnc(-c2cccs2)o1)OCc1ccccc1
 : -4.7%, ·
- CCSc1nnc(NC(=O)Cn2cnc3ccccc3c2=O)s1
 : 0.9%, ·
- CCOC(=O)c1sc2nc(N3CCOCC3)c3c(c2c1N)CCN(C)C3
 : -5.1%, ·
- CC(=O)OCC(=O)[C@@]1(OC(C)=O)[C@@H](C)C[C@H]2[C@@H]3C[C@H](F)C4=CC(=O)C=C[C@]4(C)[C@@]3(F)[C@@H](O)C[C@@]21C
 : -1.4%, ·
- O=S(=O)(Nc1ccc(Cl)cn1)c1ccccc1
 : -2.8%, -5
- COc1ccc(OCCSc2nc(C)c(Cc3ccccc3)c(=O)[nH]2)cc1
 : 1.0%, ·
- CC(=O)Nc1ccc(C(=O)OCc2ccc(Br)cc2)cc1
 : 2.1%, -86
- O=C(CCCn1c(=O)[nH]c2ccsc2c1=O)N1CCN(Cc2ccc3c(c2)OCO3)CC1
 : 2.1%, ·
- Nc1nonc1OCCN1CCN(c2ccc([N+](=O)[O-])c3cccnc23)CC1
 : 0.9%, -6
- CCCNC(=O)NC(=O)CSc1nc2cc(C(=O)OC)ccc2c(=O)n1-c1ccccc1
 : -7.2%, -6
- O=C(CCCOc1ccc(Cl)cc1)N1CCOCC1
 : 1.0%, -6
- COc1ccc(OCCNc2cc(Cl)ccc2[N+](=O)[O-])cc1
 : 1.2%, ·
- Cc1ccc(NCC(=O)N/N=C/c2ccncc2)cc1
 : -0.4%, -9
- Cc1ccc(NC(=O)C2CCCN2S(=O)(=O)c2cccc3cccnc23)cc1F (stereo unspecified)
 : 2.1%, 1
- COCCN(CCOC)S(=O)(=O)c1ccc(/C(O)=C(\C#N)c2nc3ccccc3[nH]2)cc1
 : -2.0%, 10
- CCNS(=O)(=O)c1ccc(NC(=O)Cc2ccc(F)cc2)cc1
 : 0.3%, 10
- CN(CC(=O)OCC(=O)NC(=O)c1cccn1C)S(=O)(=O)c1ccc(Cl)cc1
 : 0.2%, ·
- CN1CCN(C(=O)C23CC4CC(CC(C4)C2)C3)CC1
 : 4.5%, 3
- CCOC(=O)C1=C(C)NC(=O)N(C(C)=O)C1c1ccc(Cl)cc1 (stereo unspecified)
 : -1.0%, ·
- CC1(c2nnc(-c3ccc(F)cc3)o2)CC(c2ccccc2)=NO1 (stereo unspecified)
 : 0.8%, ·
- CCOc1cc(C=O)ccc1OCC(=O)NC(C)(C)C
 : -0.1%, ·
- COc1cc(/C=N/NC(=O)c2nc(-c3ccccc3)n(-c3ccccc3)n2)ccc1O
 : -2.6%, -6
- O=C(CCCN1C(=O)c2ccccc2C1=O)Nc1ccc(S(=O)(=O)N2CCOCC2)cc1
 : -1.3%, ·
- COc1cccc(-c2nc(CS(=O)(=O)c3ccccc3)no2)c1
 : -2.3%, -4
- CC(Nc1cc(N2CCOCC2)ccc1[N+](=O)[O-])c1ccccc1 (stereo unspecified)
 : 9.1%, ·
- NS(=O)(=O)c1ccc(NC(=O)CN2C(=O)C3C4C=CC(C4)C3C2=O)cc1 (stereo unspecified)
 : 2.3%, ·
- O=C(CCN1C(=O)S/C(=C\c2cccs2)C1=O)Nc1nccs1
 : -1.2%, 9
- CCN1CCN(C(c2cccs2)C(C)NC(=S)Nc2cc(C)ccc2C)CC1 (stereo unspecified)
 : 0.7%, 12
- COc1ccc(CCC(=O)Nc2ccc(C)c(S(=O)(=O)N(C)C)c2)cc1OC
 : 3.3%, -3
- COc1ccc(OCC(=O)Nc2cc3oc4ccccc4c3cc2OC)cc1
 : 3.6%, ·
- CSc1nc(C)c2c(n1)N(c1ccc(O)cc1)CC2
 : -2.0%, -10
- CCNc1nc(SC(C)C(=O)OC)nc(N2CCOCC2)n1 (stereo unspecified)
 : -5.0%, 77
- COc1cc(NC(=O)COC(=O)[C@@H]2CCCN2S(=O)(=O)c2ccc(Cl)cc2)cc(OC)c1OC
 : -1.4%, 5
- CCOc1ccc(NC(=O)c2ccccc2OCC(=O)c2ccccc2)cc1
 : -3.8%, -5
- COc1ccc(CC(C)N2CCN(c3ccccc3OC)CC2)cc1OC (stereo unspecified)
 : -1.3%, 46
- Cc1csc(SCC(=O)Nc2cc(S(=O)(=O)N3CCCC3)ccc2Cl)n1
 : -6.3%, ·
- COc1ccc(-c2csc(Nc3ccc(S(=O)(=O)Nc4cc(OC)nc(OC)n4)cc3)n2)cc1
 : 5.7%, -1
- O=C(Nc1ccc(F)cc1F)c1c(C(F)(F)F)ccnc1Oc1cccc(C(F)(F)F)c1
 : 0.7%, 12
- Nc1ccc(-c2nc3c(Cl)cc(N)cc3[nH]2)cc1
 : -3.9%, ·
- OC1=C(O)c2nc3cc(F)ccc3nc21
 : 0.2%, -4
- O=C(Nc1nc(=O)c2ccccc2s1)c1ccc(F)cc1
 : 6.3%, ·
- Nc1c(C(=O)NCc2ccco2)c2nc3ccccc3nc2n1CCc1ccccc1F
 : 0.3%, 11
- CCCN(CCC)S(=O)(=O)c1nc2nc(C)cc(C)n2n1
 : -5.7%, ·
- O=C(Nc1ccccc1)c1ccc(NCCN2CCOCC2)c(S(=O)(=O)N2CCOCC2)c1
 : -3.5%, -16
- COc1cc(N)cc(NC(=O)c2ccncc2)c1
 : -1.7%, -3
- Cc1cccc(Nc2nc(N)nc(-c3oc4ccccc4c3C)n2)c1
 : 2.0%, -7
